Assay outcomes from PubChem.
Hep lipid drop: hepatic lipid droplet formation modulation; AML12 mouse hepatocytes, oleate lipid droplets, BODIPY imaging; inhibition, % at 6.5 µM; actives 0.4% (n = 240,000); AID 1656;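 active means lipid droplet intensity inhibited by at least 50%, with more than 500 cells counted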
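Assay system: AML12 mouse liver cells | Compound dosing: One dose, 6.5 µM compound | Read-out basis: Droplet intensity reduction, % inhibition | Measured by: Fluorescence imaging, 20x objective, two fields per well | Schedule: Overnight treatment with compound plus oleate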
ER stress rescue: rescue of cells from ER stress-induced death, primary screen, 384-well, CSM14.1, thapsigargin, ATP luminescence (AID 1222) | CSM14.1 thapsigargin-induced death rescue, ATP luminescence; higher % means a stronger effect | 190,000 tested, under 10 active | cellular ATP content (survival), % at 20 µM; hits with a dose series show EC50 in µM;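 active means EC50 below 50 µM in the dose-response confirmation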;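 further: death triggered by thapsigargin at about 15 µM added after 2 h compound pretreatment; cell ATP read after overnight thapsigargin exposure of roughly 18 to 22 hours; normalized against plate controls of thapsigargin alone and 5% DMSO vehicle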
WT yeast gro inh: growth inhibition of WT yeast, mitochondrial fusion screen; mitochondrial fusion phenotypic screen, WT strain; inhibition, % at 10 µM; actives 2.1% (n = 190,000); AID 1362; in the data active means inhibition above about 58%; tested in S. cerevisiae
Dynein transport: dynein cargo transport inhibition. z-score, hits read low. AID 1381. 3617.4 mouse cells, GR-EGFP nuclear translocation imaging; test concentration mostly 20 µM; stimulated with dexamethasone, 1 µM; active compounds read low. actives 0.47% (n = 220,000);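 active means plate z-score of nuclear minus cytoplasmic receptor signal below a set negative limit, without overly bright fluorescence or cell loss, cut at about -3.5 in these data, passing the limit was not always enough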;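 further: z-score of nuclear minus cytoplasmic ring GR-EGFP intensity difference per well; some compounds called inactive have numbers as strong as hits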
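medium = tetracycline-free induction medium containing charcoal-stripped FBS | also added = 1.0 µM final dexamethasone stimulus | schedule = 48 h induction, 1 h compound, 30 min dex at 37 °C | technique = fixed, Hoechst-stained cells imaged at 10x for EGFP | measure = GR-EGFP nuclear translocation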
b-catenin transl: alters nuclear translocation of beta-catenin in HeLa cells; immunofluorescence imaging; nuclear translocation activity, % at 5 µM; actives 0.3% (n = 190,000); AID 1665;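 active means nuclear translocation activity above 50% at 5 µM, with a well cell count of 50 or more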;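 further: per-cell ratio of nuclear to cytoplasmic median beta-catenin stain intensity; plate controls were DMSO negative control for no effect and GSK-3 inhibitor IX positive control for full effect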
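Test system: human HeLa cells, native beta-catenin. Compound dosing: 5 µM primary single dose, 0.1% DMSO, 0.02–20 µM confirmation series. Incubation: compound exposure 24 h at 37°C. Detection: beta-catenin immunostaining with DAPI counterstain, 20x imaging, 6 fields/well. Read-out basis: Nuclear/cytoplasmic beta-catenin signal ratio, % activation.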
Insulin prom up: MIN6 insulin promoter up-regulation; MIN6 insulin promoter-GFP reporter, high-content imaging; active compounds read high; z-score at 5 µM; actives 0.3% (n = 190,000);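 active means z-score above 3 at 5 µM with at least 500 cells counted in the well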
Autophagy HCS: modulators of autophagy; MEF GFP-LC3 puncta imaging; test concentration mostly 10 µM; calls only at 10 µM (by protocol); actives 0.98% (n = 190,000); AID 463193;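 active means percentage of spot-positive cells more than 3 SD above its plate mean, without a fluorescence outlier flag or 80% toxicity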;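 further: spot-positive cell cutoff set from DMSO-treated cells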
XIAP antagonists: small molecules displacing peptide from XIAP – biochemical, IAP family, fluorescence polarization (AID 1018); XIAP BIR domain, fluorescence polarization peptide displacement; higher % means a stronger effect; one-dose displacement, % at 20 µM; IC50 in µM for titrated hits; actives 0.007% (n = 200,000); in the data active means displacement above about 50%; further: a part of the inactive calls stands beside numbers as strong as those of hits
MT stabilize HCS: microtubule stabilization, imaging screen | HeLa tubulin immunostaining HCS, 24 h; share of cells brighter than vehicle mean+2SD | % tubulin-high responders, % at 10 µM | actives 0.83% (n = 200,000) | AID 2205;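 active means plate Z-score above 3 for both tubulin-high and condensed-nucleus cell shares, with cell loss under 80%, at 10 µM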;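 further: anti alpha tubulin signal scored within the nucleus-defined area of each cell; some results filed as inactive read as strong as hits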
WT yeast gro inh mutant strain: further read-out of WT yeast gro inh, marked with its call; inhibition, %; mitochondrial fusion phenotypic screen, mutant strain inhibition
Dynein transport cytoplasmic EGFP: also measured in Dynein transport; calls as there; z-score; measured here: cytoplasmic GR-EGFP intensity; active compounds read high
Dynein transport nuclear GR-EGFP: second read-out of Dynein transport, no call of its own (marks repeat the call); z-score; measured here: nuclear GR-EGFP intensity;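 lower value marks the stronger effect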
Dynein transport cell count: recorded beside Dynein transport, whose call it bears; z-score; measured here: cell count per field
Insulin prom up cell count: second read-out of Insulin prom up, no call of its own (marks repeat the call); cell count; measured here: cytotoxicity, nuclei count;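 total cells summed across four imaged fields per well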
Hep lipid drop cells 6.5 µM: recorded beside Hep lipid drop, whose call it bears; cell count; measured here: cell count, cytotoxicity flag;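 cells counted across two imaged fields per well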
b-catenin transl cell count 5 µM: second read-out of b-catenin transl, no call of its own (marks repeat the call); cell count; measured here: cell count, cytotoxicity flag
MT stabilize HCS Hoechst-high %: further read-out of MT stabilize HCS, marked with its call; % Hoechst-high responders; measured here: nuclear condensation Hoechst responders;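 share of cells brighter than vehicle mean plus two SD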
MT stabilize HCS cytotoxicity %: further read-out of MT stabilize HCS, marked with its call; toxicity, %; measured here: cytotoxicity by cell density;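 0% = mean cell density of plate MIN control wells and 100% = no cells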
Autophagy HCS cell loss 18 h: recorded beside Autophagy HCS, whose call it bears; toxicity, %; measured here: cell loss, nuclei count;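 cell loss after 18 h compound exposure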
Numbers without * were called inactive; i = inactive; · = not tested or not shown.

entry	SMILES	Hep lipid drop	Hep lipid drop cells 6.5 µM	ER stress rescue	WT yeast gro inh	WT yeast gro inh mutant strain	Dynein transport	Dynein transport cytoplasmic EGFP	Dynein transport nuclear GR-EGFP	Dynein transport cell count	b-catenin transl	b-catenin transl cell count 5 µM	Insulin prom up	Insulin prom up cell count	Autophagy HCS	Autophagy HCS cell loss 18 h	XIAP antagonists	MT stabilize HCS	MT stabilize HCS Hoechst-high %	MT stabilize HCS cytotoxicity %
1	CCCN(CCC)C(=O)C1c2ccccc2Oc2ccccc21	·	·	-0.2%	40	28	1.4	-0.27	1.1	-0.89	-1.3	866	-0.07	1424	i	11	-2.6%	4.8	1.0	8.4
2	Cn1cccc1/C=N/N1CCN(Cc2ccccc2)CC1	13	738	·	·	·	-0.17	-0.26	-0.051	-0.06	-3.9	1230	-0.3	1399	·	·	·	·	·	·
3	CCc1ccc(NC(=O)C2CCCN2S(=O)(=O)c2ccc3c(c2)n(C)c(=O)c(=O)n3C)cc1 (stereo not drawn)	1	722	·	·	·	0.28	-0.2	0.34	-0.06	-0.9	1310	0.37	1074	·	·	·	·	·	·
4	Cc1cccc(OCCn2c(S(=O)(=O)O)nc3ccccc32)c1	·	·	-1.4%	-2	-5	0.16	-0.25	-0.8	0.24	-2.2	1382	1.7	1396	i	1	-3.4%	2.0	1.5	6.8
5	CC(C)c1ccc(COc2ccc(C(=O)N3CCOCC3)cc2)cc1	7	736	-0.9%	41	4	1.1	-0.18	0.23	-0.64	2.7	1461	-0.95	1340	i	19	-6.1%	2.1	2.4	0.9
6	O=C(O)CSc1nnnn1-c1ccc2c(c1)OCCO2	20	778	-0.8%	-5	6	-0.024	-0.13	0.056	0.27	·	·	·	·	i	-11	-4.3%	2.5	2.5	8.2
7	CCSc1nc2c(c(=O)[nH]c(=O)n2C)n1C/C=C(/C)Cl	-10	718	-1.5%	4	-22	-0.69	-0.22	-0.046	0.44	-5.3	1022	0.38	1284	i	1	-2.9%	5.7	2.0	3.8
8	Cc1ccccc1-n1c(=O)cc(N2CCN(C(=O)c3ccco3)CC2)[nH]c1=O	14	768	-2.8%	12	0	0.22	-0.0034	0.31	-0.15	0.6	983	2.9	1006	·	·	-8.7%	6.8	1.9	4.5
9	COc1ccc(CNC(=O)c2c(O)c3cccc4c3n(c2=O)CCC4)cc1OC	-19	502	·	1	0	-1.4	-0.11	-0.47	0.66	-1.8	1003	1.1	987	i	5	-2.3%	4.1	2.4	6.9
10	Cc1ccc(NC(=O)Nc2cc(Cl)ccc2C2COC(=O)C2=N)cc1 (stereo not drawn)	1	689	-0.2%	-1	5	-0.65	-0.29	-0.29	0.81	-0.8	890	1.8	1533	i	-2	1.0%	4.4	1.6	4.9
11	O=C(Cc1ccccc1)N/N=C/c1cccs1	·	·	-1.3%	4	7	0.11	-0.21	-0.27	0.54	1.8	1343	0.2	1500	i	-28	-12%	1.9	2.2	5.2
12	O=C(O)C#Cc1cccc2ccccc12	6	755	·	·	·	0.021	-0.23	0.32	-0.27	0.7	1281	-0.45	952	·	·	·	·	·	·
13	Cc1ccc(C(=O)c2cc3ccccc3o2)cc1[N+](=O)[O-]	11	642	-0.4%	9	11	-0.61	-0.29	-0.11	0.71	-1.8	975	-0.12	1646	i	-27	-2.2%	2.2	1.4	1.5
14	O=C1/C(=C\c2ccccn2)SC(=S)N1Nc1ncc(C(F)(F)F)cc1Cl	·	·	-0.6%	-18	-17	0.019	0.089	-0.71	-0.011	0.5	1310	0.16	1586	i	-1	-4.4%	2.9	1.2	4.2
15	COc1ccc(F)cc1C(=O)C1CCCN(Cc2ccc3c(c2)OCCO3)C1 (stereo not drawn)	-11	683	-3.2%	9	1	0.23	-0.24	-0.087	-0.18	-0.1	1098	0.12	1399	i	25	-6.8%	3.6	1.2	1.6
16	COc1cc2c(cc1NC(=O)c1cncc(Br)c1)oc1ccccc12	2	720	-3.0%	-8	-6	-1.3	2.3	0.032	-4.3	·	·	-0.93	1343	i	-6	-3.9%	3.4	3.7	3.8
17	CC(NCc1cccc(OCc2ccccc2)c1)C(O)c1ccccc1 (stereo not drawn)	-12	669	-3.3%	44	55	-0.55	-0.32	0.43	0.01	-1.0	1064	-2.2	1408	i	13	-3.3%	2.3	2.5	2.6
18	COc1ccccc1N1CCN(C(=O)c2ccc(CS(=O)(=O)c3ccccc3OC)o2)CC1	-3	679	·	-9	-11	1.1	-0.12	1.2	-1.1	·	·	0.27	1096	i	15	-3.3%	4.6	1.5	6.0
19	COc1ccc([N+](=O)[O-])cc1/C=N/NC(=O)CNC(=O)c1cccc(F)c1	-15	707	1.2%	-23	10	-0.15	-0.2	-0.061	0.76	-0.1	1123	0.71	1507	i	13	-1.7%	1.5	1.8	1.3
20	COc1ccc(NC(=O)Nc2nnc(N3CCCCC3C)s2)cc1OC (stereo not drawn)	12	736	-3.3%	6	8	-0.62	-0.29	0.27	0.49	1.5	496	-0.44	1144	i	7	1.6%	4.7	1.2	9.8

Taken from above:
Entry of COc1ccc(NC(=O)Nc2nnc(N3CCCCC3C)s2)cc1OC (stereo not drawn) under XIAP antagonists: 1.6%
Entry of O=C(O)CSc1nnnn1-c1ccc2c(c1)OCCO2 under Hep lipid drop cells 6.5 µM: 778

The list continues.
entry	SMILES	Hep lipid drop	Hep lipid drop cells 6.5 µM	ER stress rescue	WT yeast gro inh	WT yeast gro inh mutant strain	Dynein transport	Dynein transport cytoplasmic EGFP	Dynein transport nuclear GR-EGFP	Dynein transport cell count	b-catenin transl	b-catenin transl cell count 5 µM	Insulin prom up	Insulin prom up cell count	Autophagy HCS	Autophagy HCS cell loss 18 h	XIAP antagonists	MT stabilize HCS	MT stabilize HCS Hoechst-high %	MT stabilize HCS cytotoxicity %
21	COc1ccc(C2SCC(=O)N2c2nc3ccccc3s2)cc1 (stereo not drawn)	4	643	0.8%	35	14	1.1	-0.34	0.8	0.068	2.3	961	0.05	1509	i	-11	-0.9%	2.9	1.1	4.9
22	Cc1cccc(C(C)C)c1NC(=O)C1CN(S(=O)(=O)c2ccccc2)CCN1S(=O)(=O)c1ccccc1 (stereo not drawn)	2	632	2.9%	-5	-7	-0.47	-0.16	-0.17	-0.68	0.5	1066	-0.76	1426	i	12	-11%	3.8	1.0	9.3
23	CCOc1ccc(NCC(=O)Nc2ccc(C)cc2C)cc1	16	768	0.9%	3	-3	-0.57	-0.24	-0.36	0.5	-0.4	1163	-0.38	1271	i	-3	-4.2%	2.8	2.4	6.7
24	O=C(c1ccccc1)c1nc2ccccc2[nH]c1=O	·	·	-1.9%	15	2	-0.11	-0.2	0.26	-0.32	-0.9	1309	0.76	1506	·	·	-5.0%	1.7	1.7	4.4
25	Cc1c(Cl)cnc(NC(=O)COC(=O)c2ccc(S(=O)(=O)NCc3ccco3)cc2)c1Cl	0	659	0.4%	-10	-1	0.43	-0.18	0.1	0.053	-4.9	1201	0.6	1414	i	9	1.5%	4.3	3.1	9.4
26	N#CC1=C2N=C(N)c3ccccc3N2C2=C(C(=O)CCC2)C1c1ccc(F)cc1 (stereo not drawn)	-24	703	·	·	·	0.18	-0.2	0.62	0.46	-1.1	1259	-0.09	1070	·	·	·	·	·	·
27	CC1CCN(CC(=O)N2CC(=O)Nc3ccccc32)CC1	6	763	-0.5%	-15	-1	-0.95	-0.26	-0.48	0.3	-1.5	1250	·	·	i	-6	0.4%	4.5	2.9	6.8
28	Cc1ccc([N+](=O)[O-])cc1NC(=O)Cc1ccc(F)cc1	-4	753	-3.7%	-9	-7	-0.75	-0.35	-0.3	1	-0.6	1164	0.08	1202	i	2	0.6%	2.6	2.9	3.7
29	CCOc1ccccc1NC(=O)/C=C/c1ccccc1[N+](=O)[O-]	-2	579	0.2%	11	1	0.43	-0.2	0.55	-1.4	-0.4	959	-0.34	1245	i	2	-9.0%	1.9	2.0	6.9
30	CCOC(=O)C(NC(=O)CC)(Nc1cc(C)on1)C(F)(F)F (stereo not drawn)	18	806	2.2%	14	27	-0.29	-0.22	0.17	-0.085	-3.6	1112	0.77	1181	i	14	-3.6%	4.9	2.5	6.3
31	CCC(=O)Nc1ccc(C(=O)N/N=C/c2ccc([N+](=O)[O-])cc2)cc1	9	629	1.5%	11	1	-0.74	-0.18	-0.12	1.2	-2.1	1149	-0.08	1524	i	3	-3.6%	2.9	2.9	5.3
32	O=C(Cn1nc(-c2ccccc2Cl)ccc1=O)Nc1ccccc1-c1ccccc1	-3	659	9.4%	67*	18*	-0.18	-0.3	-0.18	1.1	1.0	1524	0.54	1447	i	0	-4.8%	2.9	1.1	5.8
33	O=C(N/N=C/c1cccnc1)c1[nH]ncc1Br	-9	746	-2.0%	8	4	0.034	-0.23	-0.058	0.98	1.8	957	0.32	1432	i	-7	-4.6%	3.0	1.7	6.9
34	O=C(COC(=O)c1ccccc1Sc1ccc(C(F)(F)F)cc1[N+](=O)[O-])NC(=O)NC1CCCC1	-21	633	15%	13	-16	0.67	-0.18	0.077	-0.55	-3.1	1095	1.8	1436	i	-5	-14%	3.4	1.5	6.5
35	CCOC(=O)CN1CCc2c(C)nc3c(-c4ccc(OC)c(OC)c4)cnn3c21	-14	481	-0.9%	-22	-26	·	·	·	·	-5.8	1101	1.1	1857	i	10	-7.7%	1.0	1.6	11
